# GSIS activator – primary screen for activators of insulin secretion dependent on glucose, INS-1E cells, GLuc reporter luminescence; actives 0.61% (n = 370,000); activation, % at 16.6 µM; INS-1E GLuc reporter insulin secretion, 2-3 h; AID 743287;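 active means lowest replicate activation of at least 40%, so every replicate reaches that level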;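 further: 0% = median of neutral control wells and 100% = median of IBMX positive control wells; some compounds called inactive have numbers as strong as hits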
# Cneo AK release – Cryptococcus neoformans lysis via adenylate kinase release | C. neoformans lysis, adenylate kinase release luminescence, 4 h; normalised: neutral wells 0, clomiphene wells 100 | lysis activity, % at 15 µM | actives 0.2% (n = 360,000);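 active means mean lysis activity across replicates of at least 80%, whatever share of replicates individually reach that level; inactive means mean lysis activity below 80%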
#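 Assay system: C. neoformans cells. Amount: yeast cell density of 5 × 10^6 cells/mL. Technique: AK luminescence. Buffer or medium: YPD. Times: static 4 h at 37 °C with compound, 1 h detection. Dosing: single-point compound dose. Read-out: lysis from increased AK signal.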
# PglD DTNB – blocks C. jejuni PglD acetyltransferase activity; purified PglD enzyme, DTNB colorimetric CoA detection; inhibition, % at 12.5 µM; actives 0.098% (n = 360,000); AID 602405; in the data active means inhibition above about 16%, passing the limit was not always enough; inconclusive means no clear call, values can overlap the other calls; further: strong numbers were not always called active
# LGR2 inh – blocks bursicon-induced cAMP signaling via Drosophila LGR2; HEK293 LGR2, CRE-luciferase, bursicon-stimulated, 4 h; inhibition, % at 9.99 µM; actives 0.35% (n = 380,000); AID 720647;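 active means drop in luminescence signal, shown as inhibition above about 50% in the replicate tests, limit read from the data, passing the limit was not always enough; inconclusive means probably only some replicates passing the limit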;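 further: agonist challenge used bursicon conditioned medium at about half maximal strength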
# ARNT TACC3 PPI – disruptors of human ARNT/TACC3 interaction; inhibition, % at 9.99 µM; AlphaScreen His-ARNT PAS-B/GST-TACC3 binding, luminescence; TACC3 fragment carries E629A point mutation; AID 623870; actives 0.66% (n = 390,000);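 active means mean inhibition of replicates at least 50% and at least half of replicates each reaching 50%; inconclusive means half or more replicates reach 50% but mean below 50%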;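 further: 0% = complete ARNT plus TACC3 wells and 100% = ARNT alone without TACC3; many hits fall short of the cut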
# Statin myotox sup – protects C2C12 myotubes from simvastatin toxicity | actives 0.78% (n = 330,000) | rescue of ATP level, % at 7.49 µM | ATP luminescence, 48 h; scaled: DMSO 0, geranylgeraniol control 100 | AID 602340;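 active means mean ATP rescue above about 67%, or every replicate alone reaching that limit, limit read from the data, passing the limit was not always enough; inconclusive means no clear call, values can overlap the other calls; inactive means mean under the limit and some replicate under it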;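 further: myotubes were challenged with 10 µM simvastatin during compound exposure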
# PAX8 inh HTS – lowers PAX8-driven luciferase in RMG-I cells; RMG-I TPO-luciferase reporter, SteadyGlo, 24 h; inhibition, % at 12.6 µM; actives 1.2% (n = 360,000);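 active means mean replicate inhibition at least 60% with every replicate also reaching 60%; inconclusive means only one of the two criteria is met; inactive means mean below 60% and not all replicates reaching 60%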;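 further: luciferase light reporting Pax8 driven TPO promoter activity; plate controls were median of neutral control wells for no effect and mitoxantrone controls for full effect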
# PGC1a acetyl inh – PGC1a acetylation modulation, inhibitor mode | U2OS PGC1a acetylation, AlphaScreen anti-acetyl-lysine; with virally co-expressed GCN5 acetyltransferase | inhibition, % at 15.6 µM | actives 0.17% (n = 350,000);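 active means every replicate shows inhibition of at least 40%; inconclusive means mean inhibition at least 40% but some replicate below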;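 further: 0% = neutral control wells and 100% = positive control wells; some results beyond the cut were filed as inactive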
# * marks the source's active call; other numbers are inactive results; ? = inconclusive; · = not tested or not shown; & = joins results of further samples.
SMILES,GSIS activator,Cneo AK release,PglD DTNB,LGR2 inh,ARNT TACC3 PPI,Statin myotox sup,PAX8 inh HTS,PGC1a acetyl inh
C[C@H](CO)N1C[C@H](C)[C@@H](CN(C)C(=O)Nc2ccccc2)Oc2cc(C#C[C@@H](C)O)ccc2S1(=O)=O,6,1,-5,-8,5,2,0,-1
COc1ccc(S(=O)(=O)Nc2ccc3c(c2)C(=O)N([C@H](C)CO)C[C@@H](C)[C@H](CN(C)S(=O)(=O)c2ccc(C)cc2)O3)cc1,-5,1,5,20,9,17,20,-8
Cc1nnc(SCC(=O)NCc2ccc3c(c2)OCO3)n1C,5,·,·,11,-4,·,-10,4
Cc1c(C(=O)c2ccc(Br)cc2)c(=O)n(C)c(=O)n1C,10,·,·,-16,-9,·,-25,·
C[C@@H]1CCCCO[C@@H](CN(C)Cc2ccc(C(F)(F)F)cc2)[C@@H](C)CN([C@@H](C)CO)C(=O)c2cc(N(C)C)ccc2O1,-13,2,1,-7,20,·,25,5
CCS(=O)(=O)N1CC(=O)N2[C@H](CO)[C@@H](c3ccc(C#CCC(C)C)cc3)[C@@H]2C1,-10,·,·,1,·,·,-5,-2
O=C(CNC(=O)c1ccc(Cl)cc1Cl)NCCCn1ccnc1,-8,·,·,-5,-2,·,·,6
C#CCOCCOCCOCCNc1nc(N2CCN(C(=O)[C@H](CCC(=O)O)n3cc([C@@H](N)CC(N)=O)nn3)CC2)nc(N2CCN(C(=O)[C@H](CCC(=O)O)n3cc([C@@H](N)CC(N)=O)nn3)CC2)n1,23,1,0,7,14,3,-19,-20
O=C1CC(SCc2nc3ccccc3[nH]2)C(=O)N1c1ccc(F)cc1 (stereo not drawn),·,1,8,·,11,7,·,-4
COc1ccc(-c2ccc3n(c2=O)C[C@H]2[C@H](CO)[C@@H](C(=O)N(C)C)N(CC4CCCC4)[C@@H]32)cc1,-7,2,0,2,·,?,?,·
O=C(OC(C(=O)NCc1ccc2c(c1)OCO2)c1ccncc1)c1ccc(Cl)nc1 (stereo not drawn),5,-3,-1,25,-2,3,-5,0
Cc1cccc2nc(-c3ccco3)c(Nc3ccccc3)n12,41*,-1,4,-13,-2,24,10,0
Cc1ccccc1C(=O)N1CCc2cc(-c3nc(NC(=O)Cc4ccc5c(c4)OCO5)sc3C)ccc21,·,-3,8,·,-4,·,·,-7
C=CCSc1nnc(NC(=O)CSc2nnc(C)s2)s1,·,0,2,·,-5,1,·,-7
COc1ccc(OC)c(NC(=O)CC2SC(=NCc3ccccc3)NC2=O)c1 (stereo not drawn),-2,·,·,3,10,·,-1,-16
O=C(N[C@@H]1CC[C@@H](CC(=O)N2CCc3ccccc3C2)O[C@@H]1CO)C1CC1,9,-7,6,-9,5,-8,13,·
Nc1nonc1-c1noc(N2CCOCC2)n1,·,5,-4,·,-4,-12,·,7
OC[C@@H]1CN(Cc2ccc3c(c2)OCO3)C[C@H](n2cnc3c(N4CCOCC4)ncnc32)O1,16,0,-5,-1,·,7,2,5
Cc1cc(C)n(C(C)CNS(=O)(=O)c2ccccc2)n1 (stereo not drawn),16,0,-2,6,2,12,-12,·
C[C@@H]1CCCCO[C@@H](CN(C)C(=O)CCCN(C)C)[C@@H](C)CN([C@H](C)CO)C(=O)c2cc(NC(=O)Nc3ccc(F)cc3)ccc2O1,43,6,2,16,·,·,4,-2

# Three compounds drawn at random from the list so far, as already listed:
SMILES,GSIS activator,Cneo AK release,PglD DTNB,LGR2 inh,ARNT TACC3 PPI,Statin myotox sup,PAX8 inh HTS,PGC1a acetyl inh
Cc1nnc(SCC(=O)NCc2ccc3c(c2)OCO3)n1C,5,·,·,11,-4,·,-10,4
COc1ccc(S(=O)(=O)Nc2ccc3c(c2)C(=O)N([C@H](C)CO)C[C@@H](C)[C@H](CN(C)S(=O)(=O)c2ccc(C)cc2)O3)cc1,-5,1,5,20,9,17,20,-8
Nc1nonc1-c1noc(N2CCOCC2)n1,·,5,-4,·,-4,-12,·,7

# Carrying on.
SMILES,GSIS activator,Cneo AK release,PglD DTNB,LGR2 inh,ARNT TACC3 PPI,Statin myotox sup,PAX8 inh HTS,PGC1a acetyl inh
COc1ccc(/C=C2\CCC(C3CCCC3)C2=O)c(OC)c1 (stereo not drawn),11,-1,1,-21,1,-4,-49,-2
CN1C(=O)c2cc(NC(=O)Nc3ccc(Cl)cc3)ccc2OC[C@H]2O[C@@H](CC(=O)O)CC[C@H]21,6,-1,-2,-1,18,-3,-2,0
CCCC1C(c2ccccc2)C(C#N)(C#N)C2(C#N)CC1(N)NC2=O (stereo not drawn),·,0,2,·,-3,16,·,-4
O=C(NCc1ccco1)c1cc2nc(-c3cccs3)cc(C(F)(F)F)n2n1,·,-1,1,·,3,-83,·,·
Cc1nnnn1/C(=C\c1ccccc1)C(=O)OCC(=O)N1CC2(C)CC1CC(C)(C)C2 (stereo not drawn),-26,·,·,47,-6,·,41,·
CO[C@@H]1CN(C)C(=O)c2ccc(NC(=O)c3cc(C)on3)cc2OC[C@@H](C)N(S(=O)(=O)c2ccc(F)cc2)C[C@H]1C,-21,2,0,0,1,15,·,-5
Cc1noc(C)c1S(=O)(=O)Nc1ccc2c(c1)C(=O)N([C@H](C)CO)C[C@H](C)[C@H](CN(C)S(=O)(=O)c1ccccc1)OCCCC[C@H](C)O2,-10,-2,1,-2,-5,·,11,3
Cc1nn(Cc2ccc(F)cc2Cl)c(C)c1[N+](=O)[O-],6,·,·,25,-6,·,6,8
COc1ccc2c(c1)N(C)C(=O)CC(c1ccccc1)=N2,20,1,0,-17,0,108*,·,-2
O=C(OCc1nc2ccc(Cl)cc2n1CCO)c1ccc2c(c1)OCO2,·,-1,3,·,1,0,·,14
CC(C)(C)NC(=O)c1cccc(NC(=O)c2cccc(O)c2)c1,-3,-2,6,-10,3,-4,·,·
O=C(NCC1CC1)[C@H]1[C@H](CO)[C@H]2Cn3c(ccc(C4=CCCC4)c3=O)[C@H]2N1C(=O)C1CC1,12,4,0,-1,1,11,-11,·
O=C1[C@@H]2Cc3c([nH]c4ccccc34)CN2C(=O)CN1CCO,1,1,13,12,0,5,22,-7
Cc1nc2ccccn2c1C(=O)N=Nc1c(O)n(CCC(C)C)c2ccccc12,3,-2,5,7,·,·,6,4
O=C(Cn1c(=O)n(CC2CCCO2)c(=O)c2ccccc21)N1CCN(c2ccccc2)CC1 (stereo not drawn),·,0,-2,·,-2,4,·,-6
N#C/C(=C\c1ccc(F)cc1)C(=O)NC1CCS(=O)(=O)C1 (stereo not drawn),52,0,4,-2,-4,0,2,·
C[C@@H]1CN([C@@H](C)CO)C(=O)c2cccc(NS(C)(=O)=O)c2O[C@H]1CN(C)C(=O)Nc1ccc(F)cc1,6&1,5&4,-3&0,0&-11,-3&-2,11&7,16,-2&6
CC(C)c1ccc(S(=O)(=O)N2CCN(C(C)C(=O)Nc3ccccc3-c3ccccc3)CC2)cc1 (stereo not drawn),-1,·,·,-6,-5,·,13,·
CN(c1ccc(OCC(=O)OCC(=O)Nc2ccc(Br)cc2)cc1)S(=O)(=O)c1cccs1,0,1,-1,17,-11,·,-12,·
Cc1cc(-c2nn(-c3ccccc3F)cc2CN2CCC(O)CC2)c(C)s1,4,-3,-3,10,2,-14,2,2
CC(=O)c1cccc(NC(=O)CN(C)S(=O)(=O)c2ccccc2)c1,-6,1,12,15,-1,3,-33,-12
O=C(NN1C(=O)C2C3C=CC(C4CC34)C2C1=O)c1ccc(Br)cc1 (stereo not drawn),0,·,·,13,-11,·,2,·
C[C@@H](NC(=O)C[C@H]1CC[C@@H](NC(=O)Cc2ccccn2)[C@H](CO)O1)c1ccccc1,16,-1,-5,-1,-15,-28,2,3
CC(C(=O)OCc1nnc(-c2ccccc2)o1)N1C(=O)C2CCCCC2C1=O (stereo not drawn),-7,-2,0,-38,·,-2,-13,·
COC(=O)[C@@H]1[C@@H](CO)[C@@H]2Cn3c(ccc(C4=CCCC4)c3=O)[C@@H]2N1CC1CCOCC1,-1,28,1,6,18,19,·,·
OC[C@@H]1[C@H](c2ccc(C#Cc3ccccc3)cc2)[C@H]2CN(CC3CCOCC3)CCCCN12,8,-2,-1,2,4,·,-31,-18
Cc1cc(C)c(S(=O)(=O)c2ccccc2C)c(SCC(C)C)n1,·,2,0,·,-15,7,·,-21
O=C(NC1CCCCC1)c1cc(S(=O)(=O)N2CCCCC2)ccc1N1CCOCC1,-12,-1,7,-12,·,3,-8,3
Cn1c(CC(=O)Nc2ccccc2)cc2ccccc21,-1,-7,-4,-33,20,9,0,-16
CCN(C(=O)CCC(=O)N(CC)c1ccccc1)c1ccccc1,24,·,·,11,0,·,6,·
O=C(Nc1ccccc1C(=O)N1CCOCC1)c1ccc(F)cc1,·,-1,-3,·,·,86*,·,43
CCOC(=O)CN1C(=O)C(C)(C)Oc2ccc(C(=O)Nc3ccccc3)cc21,·,1,-3,·,-2,0,·,-11
C=CCOc1ccc(C2C(C(=O)c3ccc(C)o3)=C(O)C(=O)N2Cc2cccnc2)cc1 (stereo not drawn),-1,-1,-3,7,3,3,0,0
C[C@H](CO)N1C[C@H](C)[C@H](CN(C)S(=O)(=O)c2ccc(C#N)cc2)Oc2ncc(C#CC(C)(C)O)cc2C1=O,13,1,-1,-9,-4,13,·,6
COC(=O)CSc1nc(C)cc(Oc2ccccc2)n1,29,-1,4,0,-2,-8,-15,3
COc1cccc(CNC(=O)C2CCCN(c3nn4c(=O)cc(C)nc4s3)C2)c1OC (stereo not drawn),·,4,2,·,-13,-2,·,4
O=C(C[C@@H]1CC[C@H]2[C@@H](COC[C@@H](O)CN2C(=O)c2ccccc2)O1)N1CCOCC1,-13,6,5,1,1,9,-1,5
Cc1ccc(C(=O)COC(=O)CNC(=O)CN2C(=O)c3ccccc3C2=O)cc1,18,·,·,-6,-4,·,2,·
CC12CCC(C(=O)NCc3cccnc3)(OC1=O)C2(C)C (stereo not drawn),·,-1,1,·,1,·,·,4
CCOc1ccc(NC(=O)CSc2ncn[nH]2)cc1,9,-1,-4,15,-2,1,-17,-1
C[C@H](CO)N1C[C@H](C)[C@@H](CN(C)Cc2ccc(Cl)c(Cl)c2)Oc2ccc(NC(=O)c3ccncc3)cc2C1=O,5,-6,7,4,8,-22,-14,-6
C[C@@H]1CN([C@H](C)CO)S(=O)(=O)c2ccc(C#Cc3ccccc3F)cc2O[C@@H]1CN(C)C,-4,1,-1,0,0,-9,·,10
CCN1C(=O)C(=Cc2cccc(OC)c2Oc2ccc([N+](=O)[O-])cc2[N+](=O)[O-])SC1=S,0,1,-4,8,-6,-26,38,1
O=C(NCC1CCCN1S(=O)(=O)c1cccs1)c1cccc(Cl)c1 (stereo not drawn),-17,·,·,-10,0,·,1,·
Cn1cc(C(=O)NCC(=O)Nc2ccccc2Br)cn1,41*,0,-2,0,·,11,-2,1
Cc1nc2ccccn2c1C(=O)NNC(=S)Nc1ccc(Cl)cc1,-13,2,-1,-12,4,·,-26,4
c1cncc(CNCc2ccco2)c1,14,8,4,17,-6,-1,-3,5
Cc1ccc(NC(=O)CN2C(=O)NC3(CCCc4ccccc43)C2=O)c(C)c1 (stereo not drawn),-2,1,5,4,1,-1,8,-12
O=C(c1ccccc1)n1c2ccccc2c(=O)n1-c1ccccc1CCl,·,-2,-1,·,·,0,·,-17
O=C(COc1ccc([N+](=O)[O-])cc1)NNC(=O)Nc1ccc([N+](=O)[O-])cc1,-24,0,0,-4,3,·,·,-1

# Source: PubChem BioAssay
